mHTT CaM bind = disrupts binding of mutant huntingtin to calmodulin; P42858; AlphaScreen His-mHTT/GST-CaM binding, luminescence; inhibition, % at 15 µM; actives 3.6% (n = 190,000);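 further: 0% = both proteins with DMSO and 100% = one protein alone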
Target sequence (P42858 whole entry, looked up, stated change not applied): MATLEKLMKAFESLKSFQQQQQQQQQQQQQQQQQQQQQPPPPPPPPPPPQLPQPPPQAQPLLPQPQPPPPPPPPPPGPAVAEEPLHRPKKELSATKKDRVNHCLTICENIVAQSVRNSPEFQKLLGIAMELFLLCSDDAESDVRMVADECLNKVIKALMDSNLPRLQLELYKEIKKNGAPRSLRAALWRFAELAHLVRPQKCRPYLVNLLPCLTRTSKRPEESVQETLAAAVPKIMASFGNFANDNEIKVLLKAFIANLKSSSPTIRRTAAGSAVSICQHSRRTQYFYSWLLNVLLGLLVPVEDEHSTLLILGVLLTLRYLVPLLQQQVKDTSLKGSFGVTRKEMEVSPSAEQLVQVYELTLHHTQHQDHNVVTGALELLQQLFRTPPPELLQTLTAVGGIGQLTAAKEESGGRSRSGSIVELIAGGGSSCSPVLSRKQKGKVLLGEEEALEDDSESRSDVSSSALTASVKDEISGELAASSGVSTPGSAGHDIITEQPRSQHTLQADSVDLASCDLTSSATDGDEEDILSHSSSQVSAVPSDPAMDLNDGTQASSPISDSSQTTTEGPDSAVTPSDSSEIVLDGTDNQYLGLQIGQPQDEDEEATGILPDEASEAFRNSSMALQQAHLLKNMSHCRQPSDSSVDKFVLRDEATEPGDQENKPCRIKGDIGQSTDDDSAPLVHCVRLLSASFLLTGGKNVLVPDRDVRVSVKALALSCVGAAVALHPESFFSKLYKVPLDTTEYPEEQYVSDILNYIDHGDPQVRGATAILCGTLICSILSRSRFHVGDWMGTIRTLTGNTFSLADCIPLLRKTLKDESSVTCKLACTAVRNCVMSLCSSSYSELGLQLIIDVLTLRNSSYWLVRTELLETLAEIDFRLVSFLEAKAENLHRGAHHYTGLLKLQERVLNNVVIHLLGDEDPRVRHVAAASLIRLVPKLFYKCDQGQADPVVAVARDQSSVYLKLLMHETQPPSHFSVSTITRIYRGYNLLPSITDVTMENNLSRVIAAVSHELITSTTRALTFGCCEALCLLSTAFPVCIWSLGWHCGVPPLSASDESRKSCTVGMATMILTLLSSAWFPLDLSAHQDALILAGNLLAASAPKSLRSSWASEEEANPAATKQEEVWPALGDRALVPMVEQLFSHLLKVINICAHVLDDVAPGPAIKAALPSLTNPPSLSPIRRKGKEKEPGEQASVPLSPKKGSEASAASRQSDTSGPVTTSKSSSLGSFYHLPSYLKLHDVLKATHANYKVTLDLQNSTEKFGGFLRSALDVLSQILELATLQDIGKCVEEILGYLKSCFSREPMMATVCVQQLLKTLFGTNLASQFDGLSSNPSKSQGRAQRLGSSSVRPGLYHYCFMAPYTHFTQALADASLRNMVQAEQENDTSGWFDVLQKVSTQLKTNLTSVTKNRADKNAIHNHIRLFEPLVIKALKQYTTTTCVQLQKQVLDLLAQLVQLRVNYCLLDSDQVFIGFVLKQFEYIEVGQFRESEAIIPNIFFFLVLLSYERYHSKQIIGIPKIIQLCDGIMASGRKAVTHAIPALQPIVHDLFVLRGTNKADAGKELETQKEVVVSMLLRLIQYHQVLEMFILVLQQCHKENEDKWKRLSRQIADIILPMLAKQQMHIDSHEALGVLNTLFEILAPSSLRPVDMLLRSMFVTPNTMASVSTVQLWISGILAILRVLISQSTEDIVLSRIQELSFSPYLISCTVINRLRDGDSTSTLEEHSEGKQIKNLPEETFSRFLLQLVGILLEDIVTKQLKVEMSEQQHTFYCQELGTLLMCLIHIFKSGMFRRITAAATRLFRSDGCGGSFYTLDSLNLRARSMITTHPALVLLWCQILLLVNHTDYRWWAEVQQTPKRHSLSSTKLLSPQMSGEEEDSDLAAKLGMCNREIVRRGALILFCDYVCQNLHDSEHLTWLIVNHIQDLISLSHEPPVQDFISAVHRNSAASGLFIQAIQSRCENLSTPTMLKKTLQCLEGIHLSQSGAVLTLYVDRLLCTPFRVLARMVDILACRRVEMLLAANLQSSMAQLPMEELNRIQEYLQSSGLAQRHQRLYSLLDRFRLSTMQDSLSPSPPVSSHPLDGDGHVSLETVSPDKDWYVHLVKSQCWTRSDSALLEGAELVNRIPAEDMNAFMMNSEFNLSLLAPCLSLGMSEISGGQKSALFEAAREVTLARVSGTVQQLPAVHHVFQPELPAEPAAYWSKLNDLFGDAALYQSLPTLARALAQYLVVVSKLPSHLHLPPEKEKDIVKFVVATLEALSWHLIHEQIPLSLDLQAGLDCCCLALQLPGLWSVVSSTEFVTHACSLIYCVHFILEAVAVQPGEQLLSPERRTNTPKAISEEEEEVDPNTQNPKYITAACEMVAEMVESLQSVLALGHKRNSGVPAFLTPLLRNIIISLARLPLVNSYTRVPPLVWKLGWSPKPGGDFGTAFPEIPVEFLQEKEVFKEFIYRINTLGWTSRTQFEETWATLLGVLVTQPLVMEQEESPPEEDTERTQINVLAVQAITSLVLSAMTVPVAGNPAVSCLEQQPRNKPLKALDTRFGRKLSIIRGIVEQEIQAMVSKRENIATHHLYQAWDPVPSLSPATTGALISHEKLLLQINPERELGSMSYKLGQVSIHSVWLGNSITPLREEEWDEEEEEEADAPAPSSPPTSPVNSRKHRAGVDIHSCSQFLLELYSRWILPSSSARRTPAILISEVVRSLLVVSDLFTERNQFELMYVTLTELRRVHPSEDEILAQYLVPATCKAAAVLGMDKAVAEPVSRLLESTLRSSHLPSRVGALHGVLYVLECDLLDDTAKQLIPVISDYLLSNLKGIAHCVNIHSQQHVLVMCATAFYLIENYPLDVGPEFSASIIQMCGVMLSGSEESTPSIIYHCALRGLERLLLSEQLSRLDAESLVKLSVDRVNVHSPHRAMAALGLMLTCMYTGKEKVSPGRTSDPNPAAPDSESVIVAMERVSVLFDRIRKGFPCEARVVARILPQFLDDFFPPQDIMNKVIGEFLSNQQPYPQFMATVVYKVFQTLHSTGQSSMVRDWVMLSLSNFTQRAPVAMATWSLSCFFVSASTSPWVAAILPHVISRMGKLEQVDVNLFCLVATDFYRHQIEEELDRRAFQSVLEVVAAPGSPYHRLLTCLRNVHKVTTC
Pf apPOL block = Pf-apPOL DNA polymerase inhibition | Recombinant Pf-apPOL, molecular beacon fluorescence, 1.5 h | inhibition, % at 10 µM | actives 0.25% (n = 210,000) | AID 1794808
Starred values were filed as active, the others as inactive; x = not tested or not shown; & = joins results of further samples. No stated cut-off is given here; in the data, active means inhibition above about 50%; inactive means the rest. This is a random part of the collection (roughly 3.5% active in at least one column).

SMILES	mHTT CaM bind	Pf apPOL block
COc1ccccc1CNC(=O)CCc1ccccc1	-6	-2
CCCC1c2cccn2CCN1C(=O)NC(C)C (stereo unspecified)	14	-11
COc1ccc(-c2cc(C(=O)N3CCCC3c3cc(C(C)C)on3)no2)cc1 (stereo unspecified)	1	-5
Cc1ccnc(Nc2nc(CC(=O)N3CCN(S(C)(=O)=O)CC3)cs2)c1	10	-12
CC(=O)Nc1ccc(C2N=C(c3cnccn3)NN2)cc1 (stereo unspecified)	x	6&1
COc1ccccc1N1CCN(S(=O)(=O)CCNC(=O)c2cc3ccccc3o2)CC1	-2	-14
CN(C)C(=O)c1cc2c(s1)CCC(C(=O)Nc1ccc(F)cc1Cl)C2 (stereo unspecified)	0	-5
O=C(CSC1=NCCS1)NCc1ccco1	-1	-6
CCOC(=O)COc1ccc2c(C)c(-c3ccccc3)c(=O)oc2c1	-11	-12
Fc1ccc(CN2CCCCCC2)cc1F	-1	-2

SMILES	mHTT CaM bind	Pf apPOL block
COc1ccc(CC(=O)N2CCCC2c2cc(C)no2)cc1OC (stereo unspecified)	-4	1
CC(C)(C)C1=CC(=NOC(=O)c2ccccc2)C=C(C(C)(C)C)C1=O	16	-6
Cc1ccc(C(=O)Nc2c3c(nn2C(C)(C)C)CSC3)cc1	-10	-2
CCOc1ccccc1CN1CCc2nc(N3CCN(CC)CC3)ncc2C1	26	-1
COc1ccc(S(=O)(=O)N2CC3CN(C(=O)C4CCCCC4)CC(C2)O3)cc1	7	-4
O=C(OCc1cc(-c2ccc3c(c2)OCCO3)on1)c1c[nH]c2ccccc12	10	-7
COc1ccc2c(c1)-c1nc(NC(=O)c3cccs3)sc1CC2	-4	2
O=C(Cc1ccc([N+](=O)[O-])cc1)N1CCN(c2ncccn2)CC1	2	-5
CCS(=O)(=O)c1ccc(O)c(NC(=O)/C=C/c2ccccc2)c1	2	0
CCNC(=O)C1CCN(c2nc3ccc(-c4ccsc4)nc3s2)CC1	15	-1

SMILES	mHTT CaM bind	Pf apPOL block
COc1ccccc1C1(CNC(=O)Cc2ccccc2Cl)CCOCC1	-7	1
O=C1ON=C(c2ccccc2)/C1=C/c1ccc(Cl)cc1Cl	-4	-2
COc1cccc(C2=NOC(C(=O)Nc3ccc(C#N)cc3)C2)c1OC (stereo unspecified)	-10	-1
CC(C)Cn1c(=O)c(N2CCN(C(=O)c3c[nH]c4ccccc34)CC2)nc2ccncc21	6	-3
CC(C)S(=O)(=O)c1cscc1NC=C(C#N)C(=O)c1cccs1	x	-20
Cc1c(O)ccc2c(CN3CCC4(CC3)OCCO4)cc(=O)oc12	-1	-9
O=C(c1cc2n(n1)C(C(F)(F)F)CC(c1ccc(Cl)cc1)N2)N1CCCC1 (stereo unspecified)	6	5
CC1(C)CC(=O)C2=C(C1)N(c1cccc(Br)c1)C(N)=C(C#N)C2c1ccsc1 (stereo unspecified)	22	-4
O=C(Nc1cccc([N+](=O)[O-])c1)c1cc(S(=O)(=O)Nc2ccccn2)ccc1Cl	9	-2
COc1ccc(-c2nc(C(=O)N3CCCC3)cs2)c(F)c1	-5	-15

SMILES	mHTT CaM bind	Pf apPOL block
CCCOc1nccnc1NC1CCN(C(=O)c2ccn(CC)n2)CC1	4	-4
O=C(C1CCN(c2cncnc2N2CCOCC2)CC1)N1CCCCCC1	-4	-6
CN(C)c1ccc(NC(=O)Oc2ccccc2)cc1	33	-2
Cc1nn(-c2ccccc2)c2sc(C(=O)NC(C)C)cc12	1	0
O=C(NCc1ccco1)N1CCC(Oc2cc(N3CCCC3)ncn2)C1 (stereo unspecified)	4	-1
CCCN(C)C(=O)c1ccc(-n2cc(CNC(=O)C3CCC3)cn2)cc1	-2	-2
O=C(Nc1ccc(OC(F)(F)F)cc1)C(c1ccccc1)N1CCOCC1 (stereo unspecified)	-6	-2
CCOC(=O)N1CCN(C(=O)c2ccccc2NC(=O)c2ccc(Br)cc2)CC1	-3	-2
CCOC(=O)C1CCN(C(=O)C2CCCN(c3nnc4c(Cl)cccn34)C2)CC1 (stereo unspecified)	-1	-3
O=C(COc1ccccc1)N1CCN(C(=O)c2ccco2)CC1	2	-4

SMILES	mHTT CaM bind	Pf apPOL block
CN1C(=O)C(C)(C)COc2cc(NC(=O)C34CC5CC(CC(C5)C3)C4)ccc21	22	-14
COc1cccc(CNC(=O)C2(C)CCCN(C(=O)c3cccc(F)c3)C2)c1 (stereo unspecified)	-8	-2
CN1C(=O)CCc2cc(NC(=O)CC3CCCCC3)ccc21	2	2
COC(=O)c1[nH]c(C(=O)OC)c(O)c1O	x	30
CC(=O)Nc1nc(-c2ccc(Cl)c(Cl)c2)nc2c1c(=O)oc1ccccc12	0	-6
NC(=O)c1c(C(F)(F)F)cccc1C(F)(F)F	x	4
CCOc1ccc(N2CCN(C(=O)c3ccc(F)cc3)C(C)C2=O)cc1 (stereo unspecified)	2	-3
O=C(CN1CCN(Cc2ccccc2F)CC1)Nc1ccccc1Cl	38	1
Cc1cccc(C2CCCN2C(=O)c2cc(C)no2)c1 (stereo unspecified)	5	-9
CC1CCN(S(=O)(=O)c2ccc(Cl)c(C(=O)Nc3cccc([N+](=O)[O-])c3)c2)CC1	-1	-3

SMILES	mHTT CaM bind	Pf apPOL block
COc1ccc(C(=O)Nc2ccc(O)c(-c3nc4ccccc4o3)c2)cc1[N+](=O)[O-]	14	0
COc1cc(/C=C2\C(=O)NC(=O)N(c3cccc(C)c3)C2=O)cc(I)c1O	14	-2
O=C(c1ccccc1)N1N=C(c2ccc([N+](=O)[O-])cc2)CC1(O)C(F)(F)F (stereo unspecified)	29	-2
COc1ccc(NC(=O)CN2CCN(CC(=O)Nc3ccccc3Cl)CC2)cc1Cl	-3	-4
CC(=O)c1ccc(NS(=O)(=O)c2ccccc2[N+](=O)[O-])cc1	-6	-2
COc1ccc(C=CC(=O)c2ccc(NC(=O)C34CC5CC(CC(C5)C3)C4)cc2)cc1	7	-4
NC(=O)CSc1nc(-c2ccccc2)cc(=O)[nH]1	-1	-10
COc1ccc(Nc2snc(Cl)c2C#N)cc1	1	x
FC(F)(F)c1ccc(N2CCCCC2)c(NC(=S)Nc2cc(Cl)cc(Cl)c2)c1	x	4
O=[N+]([O-])c1ccc(C2=NN(c3ccccc3)C(c3ccco3)C2)cc1 (stereo unspecified)	x	-32

Five entries picked at random from the list so far:
SMILES	mHTT CaM bind	Pf apPOL block
CC(=O)c1ccc(NS(=O)(=O)c2ccccc2[N+](=O)[O-])cc1	-6	-2
O=[N+]([O-])c1ccc(C2=NN(c3ccccc3)C(c3ccco3)C2)cc1 (stereo unspecified)	x	-32
O=C(c1ccccc1)N1N=C(c2ccc([N+](=O)[O-])cc2)CC1(O)C(F)(F)F (stereo unspecified)	29	-2
COc1ccc(Nc2snc(Cl)c2C#N)cc1	1	x
COc1ccc(NC(=O)CN2CCN(CC(=O)Nc3ccccc3Cl)CC2)cc1Cl	-3	-4

(more compounds)
SMILES	mHTT CaM bind	Pf apPOL block
CCn1cnc2sc(C(=O)Nc3ccc(Cl)c(Cl)c3)c(C)c2c1=O	18	-9
CNc1nc(Nc2ccc(OC)cc2)nc2ccccc12	20	5
O=C(NCc1ccccc1Cl)c1cc2c(s1)CN(C1CC1)C2	19	3
O=C(Cn1c(-c2cnccn2)nc2ccccc21)NCCCc1ccccc1	-9	-19
C=Cc1ccc(CN2CCCN(c3ncccc3-c3nc(C4CC4)no3)CC2)cc1	-26	0
CCOc1ccc(/C=C/c2nc3ccc([N+](=O)[O-])cc3c(=O)o2)cc1	5	-8
Cc1oc2ccn(Cc3ccc(F)cc3)c(=O)c2c1C(=O)N1CCC(C)CC1	12	-1
COc1cc(CC(=O)N2CCCC2c2nc(-c3cccc(Cl)c3)no2)cc(OC)c1 (stereo unspecified)	0	-2
O=C(Nc1cccc([N+](=O)[O-])c1)c1cc(S(=O)(=O)NCc2ccccc2)ccc1Cl	38	5
Cc1ccc(NC(=O)Cn2c(C(C)C)nc3c(c2=O)CCN(Cc2ccccc2)C3)c(C)c1	-2	-6

SMILES	mHTT CaM bind	Pf apPOL block
CC(C)(C)N=C1Nc2ncccc2NC12CCN(C(=O)Nc1ccc3c(c1)CCC3)C2 (stereo unspecified)	5	-1
Fc1ccc(C2CC(c3ccc4c(c3)OCO4)Nc3ncnn32)cc1 (stereo unspecified)	13	0
Cc1cc(OCC(=O)NCc2ccc(Cl)cc2)nc(N2CCCC(C)C2)n1 (stereo unspecified)	-7	1
O=C(Nc1cccc(F)c1)N1CCCC1c1ccc(F)cc1 (stereo unspecified)	-5	-6
CN(C)S(=O)(=O)Nc1ccc(Cc2ccncc2)cc1	-3	5
COc1ccc(C=C2Oc3cc(OCC(=O)O)ccc3C2=O)cc1	4	61*
COc1ccc(CNC(=O)c2ccc3c(c2)NC(=O)C2CCCCN32)cc1OC (stereo unspecified)	18	-1
CCCc1cc(=O)[nH]c(SCC(=O)Nc2cc(C(F)(F)F)ccc2Cl)n1	-7	-6
Cc1noc(-c2ccccc2Cl)c1C(=O)NCc1cccs1	-3	-2
O=C(c1csc(-c2ccncc2)n1)N1CCN(c2cccc(C(F)(F)F)c2)CC1	63*	2

SMILES	mHTT CaM bind	Pf apPOL block
CCN(CC)c1ccc(NC(=O)c2ccccc2Br)c(C)c1	15	-8
CCN1CCN(C(=O)C2c3cc(OC)c(OC)cc3C(=O)N(C)C2c2cccnc2)CC1 (stereo unspecified)	4	-10
O=C(NCCSCc1ccccc1)c1ccccc1Cl	-13	-5
CCCc1ccc(S(=O)(=O)N2CC=C(c3cn(C(C)C)c4ncccc34)CC2)cc1	23	-10
O=C1C(=O)N(Cc2ccc([N+](=O)[O-])cc2)c2ccc(Br)cc21	40	1
CC1CCC2(CC1)SCC(=O)N2c1ccc(F)cc1 (stereo unspecified)	-4	10
COc1ccc(Cl)cc1NC(=O)C1CCCN(c2nnc3ccccn23)C1 (stereo unspecified)	19	-5
COc1ccc(C2CCCN2C(=O)Nc2ccccc2Cl)cc1 (stereo unspecified)	-7	-7
O=C(CCc1ccccc1)N1CCCC(COc2ccc(C(=O)N3CCCC3)cc2)C1 (stereo unspecified)	7	3
CCCCCc1ccc(-c2ccc(/C=C/C(=O)O)cc2)nc1	23	5

SMILES	mHTT CaM bind	Pf apPOL block
O=C(/C=C/c1ccccc1)Nc1ncc(Cc2ccc(Cl)cc2)s1	1	6
COc1ccc(-c2ccc(-c3cc(=O)oc4cc(C)cc(C)c34)cc2)cc1	0	1
Cc1cc([N+](=O)[O-])nn1CCCC(=O)Nc1cc(C(F)(F)F)ccc1Cl	0	1
COc1cc(C)c(C)cc1S(=O)(=O)Nc1ccc2c(c1)N(S(C)(=O)=O)CCC2	5	-4
CCS(=O)(=O)NCCc1ccc(OC)cc1	-2	1
O=C(Nc1cc(-c2ccco2)nn1-c1cc(C(F)(F)F)cc(C(F)(F)F)c1)C1CCC1	x	91*
C=CCc1c(C)nc(SCC(=C)C)[nH]c1=O	-5	-8
O=S(=O)(c1ccc(F)cc1)N1CCC(n2c(-c3ccoc3)nc3cccnc32)C1 (stereo unspecified)	14	0
O=C(CCc1csc2nc(C3CC3)cn12)NCc1ccc(OC(F)(F)F)cc1	-8	-19
CC(C(=O)NC(C)(C)C)N(c1ccccc1)S(C)(=O)=O (stereo unspecified)	0	-3

SMILES	mHTT CaM bind	Pf apPOL block
COc1cccc(Nc2ncc3c(n2)CCN(Cc2cccc(F)c2F)C3)c1	14	-20
Cc1ccc(C(=O)N2CCC(c3nc(CNC(=O)C4CCC4)cs3)CC2)c(C)c1	11	-3
Cc1oc2ccn(Cc3ccc(F)cc3)c(=O)c2c1C(=O)N1CCN(C(C)C)CC1	-5	-4
N#Cc1cccc(CN2CCC(c3nc(-c4ccccc4)n[nH]3)CC2)c1	2	-16
CC(NC(=O)CCc1ccc2[nH]ccc2c1)c1ccccc1 (stereo unspecified)	7	-8
CN1C(=O)C2(CCN(S(=O)(=O)c3cccc(C#N)c3)C2)c2ccccc21 (stereo unspecified)	10	-2
CCc1ccc(/C=c2\sc3ncnn3c2=O)cc1	8	-1
O=C(c1ncccn1)N1CCN(c2cc(-n3ccnc3)ncn2)CC1	-4	-4
CC(=O)N1CCN(C(=O)C23CC4(C)CC(C)(CC(C)(C4)C2)C3)CC1	9	-4
O=C1CCC(C(=O)Nc2ccc(-c3cn4c(n3)SCC4)cc2)N1 (stereo unspecified)	4	9
COc1ccc(C(CC(=O)N2CCCC2)c2c(OC)cc(OC)c3c(-c4ccccc4)cc(=O)oc23)cc1 (stereo unspecified)	81*	16
O=C1C=CC(=O)N1c1cc(Sc2ccc(F)cc2)cc([N+](=O)[O-])c1	85*	5
O=C(NC1CCCC1)C1CC(c2ccc(F)cc2)=NO1 (stereo unspecified)	-5	-7

Four structures out of the list, arranged by SMILES length, highest first:
SMILES	mHTT CaM bind	Pf apPOL block
CC(=O)N1CCN(C(=O)C23CC4(C)CC(C)(CC(C)(C4)C2)C3)CC1	9	-4
O=C1CCC(C(=O)Nc2ccc(-c3cn4c(n3)SCC4)cc2)N1 (stereo unspecified)	4	9
O=C(c1ncccn1)N1CCN(c2cc(-n3ccnc3)ncn2)CC1	-4	-4
CC(NC(=O)CCc1ccc2[nH]ccc2c1)c1ccccc1 (stereo unspecified)	7	-8

Screening data: PubChem, University of Kansas High Throughput Screening Laboratory
